# CAL PDZ FP-1 = CAL PDZ (human) peptide binding inhibition; purified CAL PDZ, TMR-peptide fluorescence polarization, 1 h; inhibition, % at 24.9 µM; 300,000 compounds, 0.92% hits; AID 602252;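 active = mean inhibition of at least 30% with at least half of replicates also reaching 30%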;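 note: 0% = DMSO neutral control and 100% = excess unlabeled competitor peptide PRC23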
# NSD2 inh = inhibitors of human histone methyltransferase NSD2 | NSD2 peptide methylation, AlphaScreen, 120 min | O96028 | inhibition, % at 12.5 µM | 310,000 compounds, 0.54% hits; in the data active = inhibition above about 50%
# Target sequence (O96028 whole entry, looked up): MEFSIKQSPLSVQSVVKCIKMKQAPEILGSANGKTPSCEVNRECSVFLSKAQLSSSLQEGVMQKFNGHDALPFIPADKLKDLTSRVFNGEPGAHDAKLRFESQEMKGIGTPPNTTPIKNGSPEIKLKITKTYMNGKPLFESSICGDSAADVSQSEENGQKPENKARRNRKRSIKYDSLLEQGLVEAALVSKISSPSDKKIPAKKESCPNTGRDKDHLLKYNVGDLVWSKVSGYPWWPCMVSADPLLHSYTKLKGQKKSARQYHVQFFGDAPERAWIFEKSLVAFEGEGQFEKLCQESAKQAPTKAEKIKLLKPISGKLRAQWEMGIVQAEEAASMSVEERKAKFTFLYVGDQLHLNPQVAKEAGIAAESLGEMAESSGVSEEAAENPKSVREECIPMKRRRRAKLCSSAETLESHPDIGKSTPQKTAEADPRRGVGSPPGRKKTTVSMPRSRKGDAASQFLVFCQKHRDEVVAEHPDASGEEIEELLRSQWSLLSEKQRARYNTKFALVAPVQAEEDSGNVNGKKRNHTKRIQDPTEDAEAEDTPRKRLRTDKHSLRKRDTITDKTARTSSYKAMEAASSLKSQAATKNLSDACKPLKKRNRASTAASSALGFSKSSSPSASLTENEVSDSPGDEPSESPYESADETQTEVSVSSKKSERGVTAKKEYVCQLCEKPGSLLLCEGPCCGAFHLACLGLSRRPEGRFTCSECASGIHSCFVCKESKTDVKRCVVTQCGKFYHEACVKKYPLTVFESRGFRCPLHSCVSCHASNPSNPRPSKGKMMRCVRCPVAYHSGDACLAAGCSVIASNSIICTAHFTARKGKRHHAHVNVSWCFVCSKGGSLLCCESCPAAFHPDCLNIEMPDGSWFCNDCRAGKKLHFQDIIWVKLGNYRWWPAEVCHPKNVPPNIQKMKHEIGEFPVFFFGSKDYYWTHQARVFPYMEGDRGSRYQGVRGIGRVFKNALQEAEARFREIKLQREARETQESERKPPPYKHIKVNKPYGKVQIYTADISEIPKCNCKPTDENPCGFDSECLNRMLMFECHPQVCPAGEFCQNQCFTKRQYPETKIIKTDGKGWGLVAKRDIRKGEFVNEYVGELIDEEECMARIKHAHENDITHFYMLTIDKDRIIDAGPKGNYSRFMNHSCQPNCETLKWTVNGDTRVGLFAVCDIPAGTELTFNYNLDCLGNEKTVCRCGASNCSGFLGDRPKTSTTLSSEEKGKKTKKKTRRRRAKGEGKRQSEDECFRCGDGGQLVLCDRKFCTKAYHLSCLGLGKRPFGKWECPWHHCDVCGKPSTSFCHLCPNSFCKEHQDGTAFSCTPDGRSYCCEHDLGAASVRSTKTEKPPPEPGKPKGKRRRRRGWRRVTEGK
# Rtt109 Vps75 = blocks Candida albicans Rtt109/Vps75 acetyltransferase activity. Q5AAJ8. purified Rtt109/Vps75, ThioGlo CoA-SH fluorescence, 4 h. inhibition, % at 34.9 µM. 330,000 compounds, 0.16% hits;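 active = inhibition of at least 50% in every replicate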
# MITF act = activators of MITF-driven TRPM1 promoter activity in SK-MEL-5 cells. SK-MEL-5 TRPM1-promoter luciferase, 24 h; % of positive control, neutral wells = 0. activation, % at 12.5 µM. 300,000 compounds, 0.75% hits;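 active = mean activation of at least 80% with every replicate also reaching 80%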;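 note: 0% = neutral control wells and 100% = parthenolide positive control wells; values of inactives mirror those of a sister screen read the other way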
# SR-BI uptake up = SR-BI HDL lipid transfer activation | 320,000 compounds, 0.096% hits | activation, % at 12.5 µM | CHO ldlA[mSR-BI] cells, DiI-HDL uptake fluorescence, 3 h; 100 = double the neutral-control signal;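 active = mean replicate activation of at least 60% and every replicate at or above 60%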;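 note: 0% = median plate neutral-control signal and 100% = twice that signal; values of inactives mirror those of a sister screen read the other way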
#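 Test system: SR-BI-overexpressing, LDLR-lacking CHO cells; Medium: Ham's F12 with 0.5% BSA, HEPES 25 mM, pH 7.4; Schedule: 3 h, 37 °C; Technique: bottom-read fluorescence, 550/595 nm.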
# PvdQ inh = P. aeruginosa PvdQ acylase inhibition | purified PvdQ acylase, fluorescence plate reader | inhibition, % at 10 µM | 340,000 compounds, 0.063% hits; in the data active = inhibition above about 30%, passing the limit was not always enough;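 note: 0% = vehicle neutral wells and 100% = reference inhibitor wells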
# CAL PDZ FP-2 = blocks peptide binding to human CAL PDZ domain. Q9HD26. purified CAL PDZ, TMR-peptide fluorescence polarization, 1 h. inhibition, % at 20 µM. 330,000 compounds, 0.02% hits. AID 504414;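 active = highest replicate inhibition of at least 40%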;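 note: plate controls were DMSO neutral control wells for no effect and unlabeled competitor peptide control wells for full effect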
#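 material = purified tagged CAL PDZ domain construct (CerCALP) | buffer or medium = sodium phosphate/NaCl buffer pH 7.4 with TCEP, IgG, Thesit | reagent = TMR-labelled reporter peptide T*-PRC34 bound in PDZ groove | incubation = 1 h room-temperature incubation prior to read | measured by = fluorescence polarization (mP) | evaluation = percent inhibition from loss of millipolarization | control set = unlabelled peptide and DMSO controls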
# SR-BI HDL uptake = mouse SR-BI HDL lipid transfer inhibition; Q61009; 320,000 compounds, 0.96% hits; inhibition, % at 12.5 µM; ldlA[mSR-BI] CHO cells, DiI-HDL uptake fluorescence, 3 h;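 active = mean replicate inhibition of at least 70% and a set share of replicates each scoring 70 or more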;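 note: 0% = median of neutral control wells and 100% = median of positive control wells; values of inactives mirror those of a sister screen read the other way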
# dFosB activator = mouse delta FosB homodimer activation; P13346; purified delta FosB, TAMRA-CDK5 oligo fluorescence polarization; percent of positive-control signal above neutral wells; activation, % at 25 µM; 340,000 compounds, 0.99% hits; AID 493131;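 active = mean activation above about 17%, with every replicate also reaching it, limit read from the data, passing the limit was not always enough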;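 note: fluorescence polarization rise as delta FosB binds a TAMRA Cdk5 AP-1 oligo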
# PfHsp90 set2 = reduces growth (ATP signal) of yeast expressing P. falciparum Hsp90; S. cerevisiae expressing PfHsp90, BacTiter-Glo ATP, 48 h; yeast lacking PDR1 and PDR3 efflux regulators; inhibition, % at 9.4 µM; 310,000 compounds, 0.32% hits; AID 504621;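 active = every replicate shows inhibition above about 80%, whatever the replicate mean, limit read from the data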;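 note: 0% = DMSO neutral controls and 100% = 20 µM radicicol positive controls; yeast relying on Plasmodium falciparum Hsp90 in place of its own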
# Starred values were filed as active, the others as inactive; / = not tested or not shown.
Molecule,SR-BI HDL uptake,MITF act,NSD2 inh,SR-BI uptake up,CAL PDZ FP-2,PfHsp90 set2,CAL PDZ FP-1,Rtt109 Vps75,PvdQ inh,dFosB activator
NS(=O)(=O)c1ccc(CCNCC(=O)NCc2ccccc2Cl)cc1,-10,-5,-3,10,-3.6,5,6,-6,-11,-10
Cc1ccc(C(=O)NCCNc2ccc([N+](=O)[O-])cc2C(F)(F)F)cc1,23,0,0,-23,-0.1,8,-5,6,-1,-3
CN1CCN(c2c(/C=N/O)c3ccccc3n2C)CC1,-19,-1,6,19,-0.6,-7,-6,/,-1,-3
COCCNC(=O)CCCN1C(=O)c2ccccc2Sc2ncccc21,-1,3,-3,1,-1.1,-23,13,-6,-5,3
O=C(CNc1ccccc1F)Nc1cccc2ccccc12,/,6,/,/,-0.5,2,0,-2,-7,2
CCO[C@@H]1OC(C(=O)N2CCN(Cc3ccccc3)CC2)=C[C@H](c2csc3ccccc23)[C@H]1CCCO,14,7,/,-14,-1.6,16,0,6,-7,0
COc1ccc(Cl)cc1NC(=O)Nc1cc(C)on1,18,0,0,-18,-3.7,4,-6,4,-16,13
O=C(C1COc2ccccc2O1)N1CCN(S(=O)(=O)c2ccccc2)CC1 (configuration not stated),-2,-2,-2,2,-2.5,-3,-1,17,-1,2
COc1ccc(-c2sc3ccccc3c2C#Cc2cncn2C)cc1,66,9,/,-66,-0.3,16,-2,-47,-3,-2
CCOc1ccccc1NC(=O)COC(=O)CC(NC(N)=O)c1ccc(Cl)cc1 (configuration not stated),62,-1,0,-62,-4.0,-16,0,-1,-9,-5
COc1ccc(CNc2ccncc2)c(OC)c1OC,-13,/,-4,13,-0.4,-4,-2,2,-4,2
O=[N+]([O-])c1cc(-c2ccc(/C=N/c3nc4ccccn4c3-c3ccco3)o2)ccc1Cl,24,43,-6,-24,-0.5,-4,-4,5,-5,-12
O=C(CCc1nc2ccccc2c(=O)[nH]1)Nc1ccc(F)c([N+](=O)[O-])c1,7,5,2,-7,-1.2,17,-3,-7,-14,-9
CCc1ccc(NC(=O)CSc2nc3ccsc3c(=O)n2CCC(=O)O)cc1,-14,-7,4,14,-3.0,-8,-1,0,-26,-1
c1ccc(-n2cc(CNCCc3cscn3)c(-c3ccc4c(c3)OCO4)n2)cc1,2,25,3,-2,-2.5,-7,-5,9,-3,1
CCOC(=O)c1sc(NC(=O)CSc2nnc(-c3ccc(OC)cc3)n2CCOC)nc1C,35,-3,12,-35,-3.1,-1,-4,-5,-5,-22
O=C(/C=C/c1c(Cl)cccc1Cl)NCCc1ccccc1,11,40,-2,-11,0.1,17,/,8,-18,4
COc1ccc(C(O)(CCN2CCOCC2)c2ccccc2)cc1 (configuration not stated),-6,3,26,6,0.1,9,0,-4,-17,3
COc1cccc(OC)c1C(=O)N1CCN(Cc2ccccc2C)CC1,-67,/,5,67*,0.1,26,-2,-12,-16,0
COc1ccc(S(=O)(=O)NC2CCCC2)c(OC)c1,0,-4,1,0,-2.6,-18,-5,5,-1,1
CN(CCNC(=O)C1CC(=O)N(c2ccc(F)c(Cl)c2)C1)Cc1ccccc1 (configuration not stated),2,-2,2,-2,-1.6,/,-3,11,0,-8
O=C(c1ccc(S(=O)(=O)Cc2cc(F)ccc2F)c([N+](=O)[O-])c1)N1CCCCC1,3,-36,3,-3,0.9,-3,-1,-2,-9,-2
CCOc1cc(C(c2c(C)[nH][nH]c2=O)c2c(C)[nH][nH]c2=O)ccc1OS(=O)(=O)c1ccc(C)cc1,7,-3,22,-7,-1.4,-19,-9,16,-13,2
O=C(NC(c1ccccc1)c1ccccc1)C1(c2cccs2)CCOCC1,-22,-10,1,22,0.1,23,-1,0,-12,-5
CCCN(CCO)CCCc1ccccc1,-18,-6,-1,18,-1.6,4,-1,0,-12,-4

# An excerpt from above in order of number of heavy atoms, rising.
Molecule,SR-BI HDL uptake,MITF act,NSD2 inh,SR-BI uptake up,CAL PDZ FP-2,PfHsp90 set2,CAL PDZ FP-1,Rtt109 Vps75,PvdQ inh,dFosB activator
Cc1ccc(C(=O)NCCNc2ccc([N+](=O)[O-])cc2C(F)(F)F)cc1,23,0,0,-23,-0.1,8,-5,6,-1,-3
O=C(NC(c1ccccc1)c1ccccc1)C1(c2cccs2)CCOCC1,-22,-10,1,22,0.1,23,-1,0,-12,-5
CCOc1ccccc1NC(=O)COC(=O)CC(NC(N)=O)c1ccc(Cl)cc1 (configuration not stated),62,-1,0,-62,-4.0,-16,0,-1,-9,-5

# A portion from further up, for reference:
Molecule,SR-BI HDL uptake,MITF act,NSD2 inh,SR-BI uptake up,CAL PDZ FP-2,PfHsp90 set2,CAL PDZ FP-1,Rtt109 Vps75,PvdQ inh,dFosB activator
c1ccc(-n2cc(CNCCc3cscn3)c(-c3ccc4c(c3)OCO4)n2)cc1,2,25,3,-2,-2.5,-7,-5,9,-3,1
CCOC(=O)c1sc(NC(=O)CSc2nnc(-c3ccc(OC)cc3)n2CCOC)nc1C,35,-3,12,-35,-3.1,-1,-4,-5,-5,-22
O=C(/C=C/c1c(Cl)cccc1Cl)NCCc1ccccc1,11,40,-2,-11,0.1,17,/,8,-18,4
COc1ccc(C(O)(CCN2CCOCC2)c2ccccc2)cc1 (configuration not stated),-6,3,26,6,0.1,9,0,-4,-17,3
COc1cccc(OC)c1C(=O)N1CCN(Cc2ccccc2C)CC1,-67,/,5,67*,0.1,26,-2,-12,-16,0
COc1ccc(S(=O)(=O)NC2CCCC2)c(OC)c1,0,-4,1,0,-2.6,-18,-5,5,-1,1
CN(CCNC(=O)C1CC(=O)N(c2ccc(F)c(Cl)c2)C1)Cc1ccccc1 (configuration not stated),2,-2,2,-2,-1.6,/,-3,11,0,-8
O=C(c1ccc(S(=O)(=O)Cc2cc(F)ccc2F)c([N+](=O)[O-])c1)N1CCCCC1,3,-36,3,-3,0.9,-3,-1,-2,-9,-2
CCOc1cc(C(c2c(C)[nH][nH]c2=O)c2c(C)[nH][nH]c2=O)ccc1OS(=O)(=O)c1ccc(C)cc1,7,-3,22,-7,-1.4,-19,-9,16,-13,2
O=C(NC(c1ccccc1)c1ccccc1)C1(c2cccs2)CCOCC1,-22,-10,1,22,0.1,23,-1,0,-12,-5
CCCN(CCO)CCCc1ccccc1,-18,-6,-1,18,-1.6,4,-1,0,-12,-4

# The listing continues.
Molecule,SR-BI HDL uptake,MITF act,NSD2 inh,SR-BI uptake up,CAL PDZ FP-2,PfHsp90 set2,CAL PDZ FP-1,Rtt109 Vps75,PvdQ inh,dFosB activator
Cc1cccc(Sc2c([N+](=O)[O-])ncn2C)c1,-20,/,3,20,-0.3,16,0,-4,7,1
N#Cc1ccccc1OCC(=O)NNC(=O)CCNC(=O)c1ccccc1,-23,-1,-1,23,0.4,-17,-3,2,11,-4
COc1ccc(Cc2nc3ccc(C(=O)NCCn4cccn4)cc3o2)cc1,2,18,0,-2,-1.5,9,-3,13,-7,-4
COc1ccc(OC)c(-c2csc3nnc(SCC(=O)Nc4ccc(NC(C)=O)cc4)n23)c1,-42,-11,17,42,-1.2,-41,-2,2,-19,-7
CCOC(=O)C1CCN(C(=O)Nc2ccc(NC(=O)C3CCN(C(=O)OCC)CC3)cc2)CC1,28,-13,2,-28,-2.2,0,-2,7,3,-3
Cn1c(=O)c(Oc2cc(Cl)cc(Cl)c2)nc2ccccc21,-19,-2,-4,19,-1.1,/,/,-2,-8,0
COC(=O)c1ccc2c(=O)[nH]c(CSc3nc(C)cs3)nc2c1,27,31,-2,-27,-1.3,-2,-2,-1,-2,-19
Cc1ccc(-c2cc(C(F)(F)F)c(C#N)c(=O)[nH]2)cc1,-21,-3,-5,21,-3.1,-6,1,-2,-18,10
COc1cc(C(=O)NCC(C)(C)CNC(=O)c2cc(OC)c(OC)c(OC)c2)cc(OC)c1OC,1,/,-1,-1,-1.6,11,-3,6,3,-3
COc1ccc(NC(=O)Nc2nnc(Cc3ccc(F)cc3)s2)cc1,2,23,-3,-2,-1.2,-10,1,16,0,1
COc1ccccc1C(=O)Nc1nc(-c2cccs2)c(NC(C)=O)s1,24,43,-1,-24,-0.9,-18,-3,-13,-2,-3
O=C(NN1C(=O)C2C3C=CC(C4CC34)C2C1=O)c1ccccc1Cl (configuration not stated),0,1,0,0,-2.0,8,6,-6,1,-2
Cc1ccccc1NC(=S)N(CCN(C)C)C(C)c1ccccn1 (configuration not stated),-28,-4,28,28,-1.4,-15,/,-1,-6,-6
CSCC[C@H](N)C(=O)N1CCC(C(=O)N[C@H](C)C(=O)NC(C)c2ccccc2)CC1 (some centres not stated),-7,4,/,7,0.0,0,2,2,-10,-2
O=C(O)/C=C/C(=O)NNc1ccc([N+](=O)[O-])cc1,-24,6,-3,24,0.7,33,-6,-1,-1,-6
CC(=O)Nc1ccc(S(=O)(=O)NCc2nc(-c3ccccc3C)no2)cc1,-4,-4,17,4,-2.4,7,-1,1,9,-4
COc1ccc(CC(=O)OCC(=O)c2ccc(F)cc2)cc1,6,-3,-4,-6,0.1,1,10,0,-10,3
c1ccc(-n2nnnc2Sc2n[nH]c(-c3ccncc3)n2)cc1,-1,3,0,1,0.2,-20,5,-4,-11,1
COCCCNC(=O)c1cc(Sc2nnc(C)s2)nc2ccccc12,/,-14,-2,/,-1.5,19,-3,-3,-10,-11
Cc1cccc(NC(=O)CSCC(=O)NCc2ccco2)c1,9,13,3,-9,-1.4,-6,-1,-20,0,3
COc1nc2c(c(-c3cc(Br)cs3)c1C#N)Cc1ccccc1-2,-2,/,-5,2,1.2,-4,0,0,-3,5
COc1ccc(CC(=O)Nc2nc(-c3ccc(F)c(F)c3)cs2)cc1,9,5,0,-9,-1.9,-49,/,-4,-6,2
Cc1ccc(NC(=O)Cn2ncc3c([nH]c4ccccc43)c2=O)cc1Cl,1,3,6,-1,0.1,-29,-8,0,-3,55*
Cc1nn(-c2ccccc2)c(C)c1N,15,-1,0,-15,-0.3,-33,/,1,-9,0
CCN1CCN(C(=O)/C(C#N)=C/c2ccc(OC(F)F)cc2)CC1,-21,8,7,21,0.7,4,/,4,1,0

# Screening data from PubChem.
